# From PubChem BioAssay
# HT1080 IDH1KD tx: qHTS for induction of synthetic lethality in tumor cells producing 2HG: qHTS for the HT-1080-IDH1KD cell line; HT-1080 IDH1 knockdown viability, ATP luminescence, 48 h; AID 686971, 2013; hit rate 2% among 360,000; Potency, µM (series often up to 46.1 µM), without a hit: top-dose activity, negative = toxicity, usual class: cytotoxic;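 further: potency means the concentration at half of the fitted maximal effect; 0% = DMSO wells and -100% = cell-free medium wells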
#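 Knockdown cells (IDH1KD HT-1080) received compounds 2 h after plating at 750 cells/well and were kept 48 h at 37 °C in 5% FBS RPMI. A CellTiter-Glo luminescence read gave % activity for curve fitting.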
# MCF10A rerep: A quantitative high throughput screen for small molecules that induce DNA re-replication in MCF 10a normal breast cells. hit rate 2.9% among 350,000. MCF 10A DNA re-replication, Hoechst nuclear intensity, 48 h. Potency, µM (series often up to 46.1 µM), for the others: top-dose activity, positive = re-replication, most hits filed as activators; further: potency means the concentration at half of the fitted maximal effect; % of control where 0% means no effect; nearly all actives have a fitted effect of over 50% in size
# ATXN2 expr inh: Primary qHTS for Inhibitors of ATXN expression. HEK-293 ATXN2-luciferase reporter, luminescence, 24 h. Potency, µM (top dose mostly 57 µM), for the others: top-dose activity change, negative = inhibition, actives largely listed as inhibitors. hit rate 0.72% among 360,000. AID 1745845, 2022; further: potency means the concentration at half of the fitted maximal effect; on the % scale 0 is the no-effect control and ±100 the full control effect; nearly all actives have a fitted effect of over 55% in size
#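 qHTS (up to 57 uM final) was run with 24 h compound exposure of reporter cells at 37 °C. Each well was multiplexed: SteadyGlo luminescence measured ATXN2-luciferase expression after a fluorogenic Gly-Phe-AFC viability readout (25 uM final).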
# HT1080NT lethal: qHTS for induction of synthetic lethality in tumor cells producing 2HG: qHTS for the HT-1080-NT fibrosarcoma cell line. HT-1080-NT fibrosarcoma viability, CellTiter-Glo ATP luminescence, 48 h. Potency, µM (titrated, usually from 46.1 µM), without a hit: at the highest dose activity, negative = less viability, usual class: cytotoxic. hit rate 1.6% among 360,000;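 further: NT is the 2HG producing partner of a matched IDH1 knockdown line; potency means the concentration at half of the fitted maximal effect; 0% = DMSO-treated cells and -100% = media-only wells without cells; nearly all actives have a fitted effect of over 55% in size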
#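 Compounds were tested in concentration-response format on HT-1080-NT cells for 48 hours at 37 degrees C. Cell viability came from CellTiter-Glo luminescence; curves were classified by r2, response magnitude and activity.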
# KB-3-1 cytotox: qHTS assay for MDR1-selective chemotherapeutics: Primary screen using the parental adenocarcinoma cell KB-3-1. KB-3-1 viability, CellTiter-Glo ATP luminescence, 72 h. Potency, µM (doses to about 46.1 µM), for the others: at the top dose activity change, negative = cytotoxic, actives largely listed as cytotoxic. hit rate 1.4% among 400,000; further: potency means the concentration at half of the fitted maximal effect; on the % scale 0 is the no-effect control and ±100 the full control effect; nearly all actives have a fitted effect of over 60% in size
#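 72 h, 37 °C compound treatment of KB-3-1 parental cells; CellTiter-Glo added, 10 min, luminescence read. Data corrected against DMSO-only plates and normalized before curve fitting.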
# ATXN viability: Viability Counterscreen for Primary qHTS for Inhibitors of ATXN expression | hit rate 0.49% among 400,000 | Potency, µM (top dose mostly 56.7 µM), actives largely listed as cytotoxic | S2 cells (HEK-293 line with an ATXN2-luciferase reporter) viability, CellTiter-Fluor protease fluorescence, 24 h; further: potency means the concentration at half of the fitted maximal effect; nearly all actives have a fitted effect of over 40% in size
# KB-V1 cytotox: qHTS assay for MDR1-selective chemotherapeutics: Primary screen using the drug-selected MDR subline cells KB-V1. KB-V1 MDR cells viability, CellTiter-Glo, 72 h. Potency, µM (titrated, usually from 46.1 µM), for the others: at the top dose activity change, negative = cytotoxicity, most hits filed as cytotoxic. hit rate 3.4% among 400,000; further: potency means the concentration at half of the fitted maximal effect; on the % scale 0 is the no-effect control and ±100 the full control effect; nearly all actives have a fitted effect of over 60% in size
#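 KB-V1 MDR subline cells in DMEM (phenol-red free, 10% FBS) exposed to compounds in qHTS concentration series for 72 h at 37 degrees C. Viability read by CellTiter-Glo luminescence; concentration-effect curves fitted after normalization and correction.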
# SW480 rereplic: A quantitative high throughput screen for small molecules that induce DNA re-replication in SW480 colon adenocarcinoma cells; Potency, µM (doses to about 46.1 µM), for the others: top-dose re-replication activation, hits mostly activators; SW480 DNA re-replication, Hoechst DNA content imaging, 48 h; hit rate 1.8% among 340,000; AID 624297, 2012; further: potency means the concentration at half of the fitted maximal effect; % of control where 0% means no effect; nearly all actives have a fitted effect of over 55% in size
#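 Cells (250 per well) received 23 nL compound or DMSO by pin tool and were kept 48 hr at 37 C, 5% CO2. Nuclei were then stained with Hoechst for 40 min and scanned for DNA content.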
# IL1B secr inh: qHTS for Inhibitors of Inflammasome Signaling: IL-1-beta AlphaLISA Primary Screen | THP-1 LPS/ATP IL-1B secretion, AlphaLISA, 16 h; hits give low values | activity change, % at 57.5 µM | hit rate 4.7% among 360,000; in the data active means activity change below about -50%; inconclusive means mostly about -30% to -49%; further: on the % scale 0 is the no-effect control and ±100 the full control effect
#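 Secreted IL-1B measured by AlphaLISA bead assay after 16 h compound exposure of THP-1 cells; compounds (final up to 57.5 uM) added 1 h before LPS (250 ng/mL) and ATP (1.25 mM) stimulation; lower signal means less secretion.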
# * = called active by the depositor; i = inactive; ? = inconclusive; nt = not tested or not shown; [ ] = another dose, or the depositor's remark. Unless noted, the call rests on the fitted dose curve; in most records, active means well fitted curve in the direction sought with a large enough effect; inconclusive means small, poorly fitted or top-dose-only effect, or another doubt; inactive means no such curve, though single readings can be large; an effect the other way counts as inactive or inconclusive. Outcome played no part in choosing rows; overall some 11% were active at least once.
SMILES,HT1080 IDH1KD tx,MCF10A rerep,ATXN2 expr inh,HT1080NT lethal,KB-3-1 cytotox,ATXN viability,KB-V1 cytotox,SW480 rereplic,IL1B secr inh
Cc1ccc(/C=C/C(=O)OCC(=O)Nc2cccc(S(=O)(=O)N(C)C)c2)o1,8%,-1%,0%,10%,5%,i,0%,-6%,-3
CC(C)C[C@H]1CN=C(N(C)C)N1CCCCc1ccccc1,-4%,9%,-17%,-13%,-27%,i,?,0%,?
CC(=O)N1c2ccc(S(=O)(=O)N3CCCCCC3)cc2CC1C(=O)NC(C)C (centres undefined),nt,nt,16%,nt,4%,i,0%,nt,nt
COc1ccc(-c2nnc(-c3cc4ccccc4oc3=O)o2)cc1,4%,-1%,19%,4%,10%,i,1%,2%,-10
CCOc1ccc(C(CN2CCOCC2)C(C)=O)cc1OC (centres undefined),10µM*,nt,?,21µM*,?,i,?,nt,-117*
CCCNC(=O)C1CCC(Cn2c(=O)c3sccc3n(Cc3ccccc3C)c2=O)CC1 (centres undefined),nt,nt,12%,nt,22%,i,3%,nt,nt
CCOc1c(Br)cc(/C=C2\C(=O)N(CCC#N)N=C2C)cc1OC,-16%,?,6%,-12%,-7%,i,?,?,-62*
Cc1cc(C)n(C(=O)/C=C/c2cccs2)n1,13%,0%,29%,5%,2%,i,?,2%,-25
O=C(CSCc1cc(=O)n2nc(C3CC3)sc2n1)Nc1ccccc1Cl,-5%,-1%,-10%,-4%,-5%,i,13%,1%,-15
CCNC(=O)C1CC(=O)N(CCCc2ccccc2)C(=Nc2ccccc2)S1 (centres undefined),1%,5%,-16%,2%,8%,i,10%,4%,9
Cc1cc(C)cc(N(CC(=O)N2CCC(C)CC2)S(=O)(=O)c2ccccc2)c1,?,4%,-2%,4%,2%,i,16µM*,?,-28
CN(C)c1ccc(NC(=O)CSCc2nc3c(nnn3Cc3ccc(F)cc3)c(=O)[nH]2)cc1,-17%,-3%,4%,5%,7%,i,1%,4%,11
CCc1ccc(N2Cc3ccccc3C2)cc1,-11%,7%,nt,-1%,-2%,i,24%,?,54
COc1ccc(NC(C)=O)cc1S(=O)(=O)Nc1ccc(OCc2ccccc2)cc1,-20%,7%,-9%,-20%,-7%,i,-20%,-2%,10
O=C(O)c1ccc2c(=O)[nH]c(CN3CCOCC3)nc2c1,0%,-3%,2%,1%,-2%,i,-5%,-5%,10
Cc1nn(C)cc1CNC(=O)c1cnn2c(C(F)F)cc(C3CC3)nc12,-6%,-1%,-2%,-2%,7%,i,7%,1%,-12
CC(C)NC(=O)Nc1ccc2c(c1)C(=O)N([C@H](C)CO)C[C@@H](C)[C@@H](CN(C)C(=O)NC1CCCCC1)O2,12%,?,4%,3%,4%,i,10%,-2%,-4
COc1cc(C(C)=O)ccc1OCC(=O)N1CCC(Cc2ccccc2)CC1,-14%,nt,nt,-15%,-3%,i,-10%,nt,-10
CC(C)c1ccc(O)c(NC(=O)c2ncn[nH]2)c1,8%,-2%,9%,-1%,2%,i,-4%,-3%,2
Cc1nnc(SCc2nnc(-c3cccs3)o2)n1C,4%,-2%,-5%,-18%,9%,i,0%,-9%,0
Cc1cc(OCc2cc(C(=O)N(C)CC3CCOCC3)no2)cc(C)c1Cl,-11%,?,7%,8%,-2%,i,?,-3%,-29
CN1/C(=C\C=C(/C#N)C(=O)Nc2ccc(Cl)cc2)C(C)(C)c2ccccc21,5%,8%,-6%,-1%,-3%,i,1%,19%,-2
CC(C)C[C@H]1CN([C@@H](CC(C)C)CN2CCC[C@@H]2CN2C(=S)NC[C@@H]2Cc2ccc(O)cc2)C(=S)N1CC1CCCCC1,15µM*,nt,0%,21µM*,?,32µM*,?,nt,?
CCOC(=O)N1CCC(NC(=O)c2cc(S(=O)(=O)N3CCCCC3)ccc2F)CC1,3%,-1%,0%[11.3 µM],14%,12%,i,-17%,-6%,14
O=C(Nc1ccccc1N1CCCC1)c1cc(=O)[nH]c2ccccc12,0%,-3%,0%,-2%,6%,i,?,-8%,21
Cc1cc(C)cc(C(=O)N(c2ccccn2)C(C)c2ccco2)c1 (centres undefined),1%,14%,-9%,6%,-6%,i,13µM*,0%,12
Cc1nn(-c2ccccc2)c(C)c1NC(=O)COc1ccc([N+](=O)[O-])cc1,10%,25%,3%,16%,3%,i,-17%,-1%,-17
CCC(Nc1nc(-c2ccccc2)nc2ccccc12)C(=O)O (centres undefined),4%,15%,0%,-4%,8%,i,19%,-2%,35
O=C(/C=C/c1ccccc1)NCC(=O)N/N=C/c1ccccc1[N+](=O)[O-],-3%,3%,11%[11.3 µM],-2%,0%,i,-5%,-19%,76
CC(C)C(=O)N1CCC2(CC1)Oc1ccc(Cl)cc1C(=O)C21CC(c2ccc(Cl)cc2)=NO1 (centres undefined),0%,3%,-7%,-1%,-19%,i,-11%,3%[9.22 µM],-18

# Entries of single compounds, quoted from the list:
# Results for CCC(Nc1nc(-c2ccccc2)nc2ccccc12)C(=O)O (centres undefined) : HT1080 IDH1KD tx = 4%; MCF10A rerep = 15%; ATXN2 expr inh = 0%; HT1080NT lethal = -4%; KB-3-1 cytotox = 8%; ATXN viability = i; KB-V1 cytotox = 19%; SW480 rereplic = -2%; IL1B secr inh = 35
# Results for CC(C)C[C@H]1CN([C@@H](CC(C)C)CN2CCC[C@@H]2CN2C(=S)NC[C@@H]2Cc2ccc(O)cc2)C(=S)N1CC1CCCCC1 : HT1080 IDH1KD tx = 15µM*; MCF10A rerep = nt; ATXN2 expr inh = 0%; HT1080NT lethal = 21µM*; KB-3-1 cytotox = ?; ATXN viability = 32µM*; KB-V1 cytotox = ?; SW480 rereplic = nt; IL1B secr inh = ?
# Results for Cc1cc(OCc2cc(C(=O)N(C)CC3CCOCC3)no2)cc(C)c1Cl : HT1080 IDH1KD tx = -11%; MCF10A rerep = ?; ATXN2 expr inh = 7%; HT1080NT lethal = 8%; KB-3-1 cytotox = -2%; ATXN viability = i; KB-V1 cytotox = ?; SW480 rereplic = -3%; IL1B secr inh = -29

# (next part)
SMILES,HT1080 IDH1KD tx,MCF10A rerep,ATXN2 expr inh,HT1080NT lethal,KB-3-1 cytotox,ATXN viability,KB-V1 cytotox,SW480 rereplic,IL1B secr inh
COc1ccc(N2CCN(C(c3ccccc3F)c3sc4nc(-c5ccco5)nn4c3O)CC2)cc1 (centres undefined),nt,nt,0%,nt,-6%,i,2%,nt,nt
COc1cccc(C(=O)CN2C(=O)C(C)(C)Oc3ccc(C(=O)N4CCCCCC4)cc32)c1,-10%,16%,-10%,-2%,-7%,i,-29%,2%,?
CCCC(C)(C)C(=O)N1CCC1(C)C(=O)NS(=O)(=O)c1ccccc1Cl (centres undefined),16%,nt,-2%,2%,1%,i,-5%,nt,13
Cc1cc(NC(=O)c2cccc(Oc3ccccc3)c2)n[nH]1,-5%,4%,49%[activator],-1%,-5%,i,12%,-15%,-8
O=C1CCC(C(=O)OCC(=O)Nc2ccccc2Br)=NN1,9%,nt,nt,16%,11%,?,23%,nt,2
O=C(/C=C/c1cccs1)NCc1ccc2c(c1)OCO2,19%,-29%,29%,13%,3%,i,12%,-3%,9
O=C(NC1(C(F)(F)F)NC(=O)N(CCc2ccccc2)C1=O)c1ccccc1F (centres undefined),nt,nt,6%,nt,21%,i,6%,nt,nt
CCc1ccc(OC)c(S(=O)(=O)NCc2cccs2)c1,-6%,-3%,nt,-1%,-5%,i,-3%,-15%,-27
Cc1ccc(C(=O)NCCCN2CCOCC2)cc1S(=O)(=O)N1CCOCC1,7%,4%,9%,2%[9.24 µM],12%,i,24%,-12%,-8
O=C(O)C1CCCN1c1nc(C(F)(F)F)nc2ccccc12 (centres undefined),5%,?,6%,4%,-2%,i,17%,-19%,28
COc1ccc(OC)c(-n2c(-c3ccccc3)n[nH]c2=S)c1,0%,0%,1%,5%,-2%,i,9%,3%,3
Cc1ccccc1NC(=S)Nc1ccc2[nH]c(=O)[nH]c2c1,5%,9%,10%,-1%,0%,i,4%,-5%,12
CCN1CCN(C(=O)CS(=O)Cc2nc(-c3ccc(OC)cc3)oc2C)CC1 (centres undefined),5%,2%,-19%,0%,-12%,i,4%,-7%,25
COc1ccccc1C(c1nnnn1C(C)(C)C)N1CCN(Cc2ccncc2)CC1 (centres undefined),9%,-6%,-10%,8%,8%,i,-8%,1%,-12
O=C(Nc1ccc(Br)cc1)C1CCCN(C2=NS(=O)(=O)c3ccccc32)C1 (centres undefined),0%,15%,0%,0%[9.24 µM],6%,i,8%,-14%,22
COc1ccc(S(=O)(=O)Cc2ccc(C(=O)NCc3cccs3)o2)cc1,-2%,-1%,-13%,-5%,-10%,i,-7%,2%,20
O=C(NC1CCN(C(=S)Nc2ccccc2)CC1)C1CCCCC1,0%,-25%,-11%,1%,-8%,i,-9%,-16%,-1

# Looked up above:
# KB-V1 cytotox, `Cc1nn(-c2ccccc2)c(C)c1NC(=O)COc1ccc([N+](=O)[O-])cc1` reads -17%
# MCF10A rerep, `Cc1ccccc1NC(=S)Nc1ccc2[nH]c(=O)[nH]c2c1` reads 9%
# KB-3-1 cytotox, `CCCC(C)(C)C(=O)N1CCC1(C)C(=O)NS(=O)(=O)c1ccccc1Cl` (centres undefined) reads 1%
